TTR transcr act: increases transthyretin transcription; SH-SY5Y TTR promoter Gaussia luciferase, luminescence; 100% = recombinant luciferase protein wells; activation, % at 16.7 µM; actives 1.3% (n = 92,000); AID 1117267;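 active = activation above the mean of all tested compounds plus 3 SD, cut at about 9.5% in these data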;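 also: cells exposed to compounds for one day before reading; 0% = median of all test compound wells on the plate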
Starred values were filed as active, the others as inactive. A portion of the library; rates above refer to the full screens.

| smiles | TTR transcr act |
| --- | --- |
| c1cc[n+](CCC[n+]2ccccc2)cc1 | 1.8 |
| CCOC(=O)C1CCN(S(=O)(=O)c2ccc3[nH]c(=O)oc3c2)CC1 | 0.7 |
| Cc1ccc(NC(=O)C(C)OC(=O)Cn2cnc3ccccc3c2=O)cc1 (stereo not drawn) | 1.3 |
| CC(C)c1ccc(NC(=O)C(c2ccc3c(c2)OCO3)N2CCCCC2)cc1 (stereo not drawn) | -1.3 |
| CCc1ccc(/C=C2\SC(=S)N(CCCC(=O)N3CCCC3)C2=O)cc1 | 0.1 |
| O=C(Nc1cccc(Cl)c1)C1=CC=CN2CCS(=O)(=O)N=C12 | 3.5 |
| Cc1cc(OC(=O)c2ccc(S(=O)(=O)N3CCCCC3)cc2)c([N+](=O)[O-])c(=O)[nH]1 | -0.8 |
| Cc1cc(C)n(-c2ccc(C(=O)Nc3ccc(S(=O)(=O)N(C)C)cc3)cc2)n1 | -3.6 |
| CCOC(=O)C(C)Oc1ccc2c(-c3cccc([N+](=O)[O-])c3)cc(=O)oc2c1 (stereo not drawn) | -0.8 |
| CS(=O)(=O)Nc1cc2c3c(c1)CCC(=O)N3CCC2 | -0.6 |
| Cc1nn(C)cc1NC(=O)CCSc1nc(-c2ccco2)cc(C(F)(F)F)n1 | -1.7 |
| COc1cccc(NC2SC(=O)N(c3ccccc3)C2=O)c1 (stereo not drawn) | -0.9 |
| COc1ccc(Cn2c(-c3ccc(Br)cc3)c[n+]3ccccc23)cc1 | -4.2 |
| CCOc1ccccc1NC(=O)CSc1nnc(-c2ccccc2Cl)n1Cc1ccco1 | -3.1 |
| O=C(CCN1C(=O)S/C(=C\c2ccc(Cl)cc2)C1=O)Nc1ccc(C(=O)O)cc1 | 0.1 |
| O=C(COc1ccccc1[N+](=O)[O-])NCCCN1CCCC1=O | -0.3 |
| Cc1cc(C)c(NC(=O)c2ccc3c(c2)NC(=O)C(C)S3)c(C)c1 (stereo not drawn) | -0.2 |
| COc1cccc(CCc2nnc(CCC(=O)N3CCCC3c3nccs3)o2)c1 (stereo not drawn) | 0.2 |
| O=C1C(C=NC2CC2)=C(O)c2ccccc21 | 1.5 |
| CCOc1ccc(N2C(=O)C3C(c4ccccc4)=NN(c4ccccc4)C3C2=O)cc1 (stereo not drawn) | 1.1 |
| Cc1oc2ccc(OC(=O)COc3c(F)c(F)c(F)c(F)c3F)cc2c1C(=O)OC(C)C | -0.3 |
| COc1cccc(C(=O)Nc2ccc(Oc3nnc(-c4ccccc4)c4ccccc34)cc2)c1 | 0.3 |
| COc1ccc(CN(Cc2cccn2C)S(=O)(=O)c2cccc(C(F)(F)F)c2)cc1 | 4.0 |
| Cc1noc(C)c1COC(=O)c1cccc(S(=O)(=O)N2CCOCC2)c1 | 0.8 |
| CCO[C@@H]1OC(C(=O)O)=C[C@H](C2CCCCC2)[C@H]1CCCO | -0.8 |
| Cc1ccsc1CNC(=O)c1c(-c2ccccc2)noc1C | 0.7 |
| CCC(=O)NNc1ncnc2ccccc12 | -0.9 |
| O=C(Cn1c(-c2ccccn2)nc2ccccc21)N/N=C/c1cccnc1 | 0.0 |
| O=C(CCCOc1ccccc1)N1CCN(c2ccc(F)cc2)CC1 | 1.0 |
| O=C(CSc1nnc(-c2ccncc2)o1)NCc1ccc(Cl)cc1 | 0.1 |
| COc1ccc(C(=O)NC(=O)NC2(C(Cl)(Cl)Cl)OCCO2)cc1 | -0.2 |
| Cc1cc(C)c(C#N)c(SCCN2CCOCC2)n1 | -1.2 |
| Cc1ccc(NC(=O)c2ccc(S(=O)(=O)Nc3c(C)n(C)n(-c4ccccc4)c3=O)cc2)nc1 | -0.7 |
| O=C(NCc1cccnc1)c1ccc(Cn2c(=S)[nH]c3ccc(Br)cc3c2=O)cc1 | 2.1 |
| Cc1onc(-c2ccccc2Cl)c1-c1nc(-c2ccncc2)no1 | -0.5 |
| CC(C)CCNC(=O)C(c1ccc(O)cc1)N(Cc1cccs1)C(=O)C1COc2ccccc2O1 (stereo not drawn) | -3.0 |
| Cc1ccc2nc(N)nnc2c1 | -1.5 |
| CC(=O)Nc1c(Cl)c(Cl)c2c(c1Cl)C(=O)c1cc(Cl)ccc1-2 | -1.5 |
| O=C(Nc1ccc(F)cc1)NC1CCN(Cc2ccccc2)CC1 | -1.6 |
| C#CCNC(=O)C[C@H]1C[C@@]2(C(=O)OC)C(=C[C@H](C(C)C)O[C@@H]2C2CC2)N(Cc2ccc3c(c2)OCO3)C1=O | 2.9 |
| Nc1ccc(Cl)cc1/C(=N/O)c1ccccc1 | 0.1 |
| Cc1ccc(C(=O)Nc2cc3c(oc2=O)CCCC3=O)cc1 | 28* |
| COc1ccc(N2C(=O)C3NN=C(C(=O)OCc4ccccc4)C3C2=O)cc1 (stereo not drawn) | -0.7 |
| Cc1ccc(S(=O)(=O)N2c3ccccc3NC(=O)C2CC(=O)Nc2ccccc2)cc1 (stereo not drawn) | -1.4 |
| COc1ccccc1NS(=O)(=O)c1cccc(NC(=O)CCNC(=O)c2ccccc2OC)c1 | -1.0 |
| COc1ccccc1N(C(=O)c1snc(C(N)=O)c1N)C(C(=O)NC1CCCC1)c1ccco1 (stereo not drawn) | -4.0 |
| O=C(CCS(=O)(=O)c1ccc(Br)cc1)Nc1ccc2c(c1)OCO2 | 0.3 |
| Cc1ccc(C)c(NC(=O)c2ccccc2Sc2ccc([N+](=O)[O-])cc2Cl)c1 | 4.7 |
| CCc1c(C(=O)N/N=C/c2ccc(C)o2)csc1C | -4.4 |
| CCC(C(=O)c1ccccc1)N(C(=O)c1ccccc1Cl)N1C(=O)C2C3C=CC(C3)C2C1=O (stereo not drawn) | 2.1 |
| CCC(=O)Nc1ccc(Nc2nc(Cl)nc(Nc3ccc(NC(=O)CC)cc3)n2)cc1 | -0.5 |
| O=c1nc(SCc2ccccc2Cl)nc(-c2ccc(Cl)cc2)[nH]1 | 4.1 |
| Cc1ccc(S(=O)(=O)N(C)c2ccccc2C(=O)Nc2ccc3c(c2)OCCO3)cc1 | 0.2 |
| O=C(CSc1nc2ccsc2c(=O)n1CC1CCC(C(=O)O)CC1)c1ccc(F)cc1 (stereo not drawn) | 1.2 |
| O=C(Nc1cccc(S(=O)(=O)N2CCOCC2)c1)C1CCCC1 | -0.2 |
| CCCN1Cc2cccc(C(=O)NCc3ccccc3OC)c2C1=O | -1.5 |
| CN(C)c1ccc(/C=[N+](\[O-])C2N(c3ccccc3)C(=S)SC2(C)C)cc1 (stereo not drawn) | -2.3 |
| COc1ccc(NC(=O)CCN2CCOCC2)c(OC)c1 | 1.6 |
| COc1ccc2[nH]c3c(c2c1)CCN1C(=O)N([C@@H](C)C(=O)NC2CCN(Cc4ccccc4)CC2)C(=O)[C@]31C | 3.0 |
| CC(=O)c1cccc(OC(=O)C2=CC=CN3CCS(=O)(=O)N=C23)c1 | 0.7 |

Next section; it opens with the six that closed the last part.
| smiles | TTR transcr act |
| --- | --- |
| O=C(Nc1cccc(S(=O)(=O)N2CCOCC2)c1)C1CCCC1 | -0.2 |
| CCCN1Cc2cccc(C(=O)NCc3ccccc3OC)c2C1=O | -1.5 |
| CN(C)c1ccc(/C=[N+](\[O-])C2N(c3ccccc3)C(=S)SC2(C)C)cc1 (stereo not drawn) | -2.3 |
| COc1ccc(NC(=O)CCN2CCOCC2)c(OC)c1 | 1.6 |
| COc1ccc2[nH]c3c(c2c1)CCN1C(=O)N([C@@H](C)C(=O)NC2CCN(Cc4ccccc4)CC2)C(=O)[C@]31C | 3.0 |
| CC(=O)c1cccc(OC(=O)C2=CC=CN3CCS(=O)(=O)N=C23)c1 | 0.7 |
| c1cnc2ccc(C(c3nnnn3C3CCCCC3)N3CCN4CCCC4C3)cc2c1 (stereo not drawn) | -0.5 |
| O=C(O)CCCC(=O)N1CCN(c2nc(-c3ccccc3)c3ccccc3n2)CC1 | -1.0 |
| CS(=O)(=O)c1nc(S(=O)(=O)c2ccc(Cl)cc2)c(N2CCC(O)CC2)s1 | 0.7 |
| Cc1cc(C)c(C2=CC(=O)C[C@H](c3ccc4c(c3)OCO4)C2)c(C)c1 | 0.5 |
| CN(C)CCOCCOc1ccc(Cl)cc1Br | 0.4 |
| Cc1c(-c2cc(C(=O)O)c3ccccc3n2)cnn1C | -0.4 |
| Cc1nc(N2N=C(c3ccc(Cl)cc3)CC2c2ccco2)sc1C(=O)N(C)C (stereo not drawn) | -1.7 |
| CCCn1c(SCC(=O)Nc2cc(Cl)ccc2Cl)n[nH]c1=O | -0.7 |
| CCCCCn1c(SCC(=O)c2ccccc2)nc2cc(C(=O)NCc3ccco3)ccc2c1=O | 0.8 |
| CC(=O)C1=C(c2ccccc2)NC(=O)NC1c1ccc2c(c1)OCO2 (stereo not drawn) | -1.3 |
| COCCn1c(SCC(=O)Nc2cccc(NC(C)=O)c2)nc2c([nH]c3ccccc32)c1=O | 1.5 |
| CC(=O)Nc1cccc(OCC(=O)Nc2sccc2C(N)=O)c1 | 1.6 |
| Cc1ccc(C)c(N(C)C(=O)c2cc3c(=O)[nH]c4ccc(C)cc4c3s2)c1 | 3.8 |
| CC12CCC(C(=O)NCc3ccc4c(c3)OCO4)(OC1=O)C2(C)C (stereo not drawn) | -0.3 |
| CC1=C(C(=O)N(C(C)C)C(C)C)CC(CC(=O)NCc2ccco2)C(=O)N1CCCN1CCCC1=O (stereo not drawn) | -0.5 |
| COC(=O)c1ccccc1NN=Nc1ccccc1[N+](=O)[O-] | 1.2 |
| Cc1nc(N)c(C#N)c(-c2ccccc2Cl)c1C | -0.1 |
| O=C(NCc1ccccn1)Nc1ccc(Cl)cc1 | 3.3 |
| CNC(=S)N(CCc1c(C)[nH]c2ccccc12)Cc1cc(OC)c(OC)c(OC)c1 | 0.3 |
| N#C/C(=C\c1cc(Br)ccc1F)C(=O)NC1CC1 | 5.1 |
| COC(=O)C1CCN(C2CC(=O)N(c3cc(C)cc(C)c3)C2=O)CC1 (stereo not drawn) | -0.7 |
| CCN(CC)CCN(C(=O)c1ccc2ccccc2c1)c1nc2ccc(F)cc2s1 | -1.9 |
| O=C(c1ccc(Cl)c(S(=O)(=O)N2CCCCC2)c1)N1CCCCC1 | 0.5 |
| Cc1cc([N+](=O)[O-])nn1CC(=O)N/N=C/c1ccccc1Br | -1.4 |
| CC1(C(=O)Nc2cnc3ccccc3c2)CCN1Cc1ccc(OC(F)(F)F)cc1 (stereo not drawn) | 0.1 |
| CC(=O)c1sc(=S)n(-c2ccc(Cl)cc2)c1C | -1.9 |
| CCn1c(/N=C/c2c[nH]c3ccccc23)nc2ccccc21 | -2.2 |
| O=C(NNC(=O)c1ccc(Oc2ccc(C3SCCS3)cc2)o1)c1ccc(Cl)cc1 | -3.2 |
| Cc1cc[n+](CC(=O)c2ccc3c(c2)OCCO3)cc1 | -1.2 |
| CCCCNC(=O)N(O)C1N(/N=C/c2ccccc2OC)C(=S)SC1(C)C (stereo not drawn) | -1.4 |

Next section.
structure | TTR transcr act
CC(C)Nc1ncnc2ccc(Br)cc12 | -1.4
CC1CCN(S(=O)(=O)c2cn(CC(=O)N3CC(C)CC(C)C3)c(=O)c3ccccc23)CC1 (stereo not drawn) | -2.4
COC(=O)c1cc(S(=O)(=O)NCc2ccc(S(N)(=O)=O)cc2)oc1C | 1.2
CCC(C)(C)C1CCc2[nH]nc(C(=O)N/N=C(\C)c3ccco3)c2C1 (stereo not drawn) | 1.9
O=C(CN(C(=O)CCC(=O)Nc1nccs1)c1ccccc1F)NCc1ccc2c(c1)OCO2 | 2.2
CC(=O)NCCC(=O)Nc1ccc(C)c(F)c1 | 1.3
CCOC(=O)N1CCN(C(=O)C2CCN(Cc3cccc(OCc4ccccc4)c3)CC2)CC1 | -0.9
O=C1COc2cccnc2N1 | 1.1
COc1ccc(N2CCN(CC(=O)Nc3c(C)cc(C)cc3C)CC2)cc1 | -1.3
COC(=O)CCCC(=O)N1CCC(CCC(=O)NC2CC2)CC1 | -0.3
COc1ccc(C(=O)Nc2ccc(S(=O)(=O)Nc3nccc(C)n3)cc2)cc1[N+](=O)[O-] | 1.2
O=C(Nc1ccccc1Cl)C1CCCN(S(=O)(=O)c2cccc3cccnc23)C1 (stereo not drawn) | -2.9
CCCc1ccc(OCCNC(=O)CC)cc1 | -1.7
Cc1c(C(=O)NC2CC2)oc2ccccc12 | -0.6
O=C(COC(=O)c1cccs1)NCc1ccc2c(c1)OCO2 | -0.6
CC(=O)Nc1ccc(S(=O)(=O)Oc2ccc(N3C(=O)C4CCCCC4C3=O)cc2)cc1 (stereo not drawn) | -2.7
O=C(NCCc1ccccc1)OCc1cn(-c2cccc(Cl)c2)nn1 | 2.5
O=CNc1ccc(S(=O)(=O)NCc2ccccc2)cc1 | 1.2
COc1ccc2nc(SCC(=O)Nc3c(C)cc(C)cc3C)[nH]c2c1 | -1.9
CCOc1ccc(S(=O)(=O)Nc2cccnc2)cc1 | -0.4
CC(C)n1c(O)c(N=Nc2ccccn2)c2ccccc21 | 1.7
CCCCNC(=S)NNC(=O)c1csc(C(C)C)c1 | 0.5
Cc1cccc(NC(=O)CSc2nc3ccccc3c3nc(CCc4c(C)n[nH]c4C)nn23)c1 | 0.1
CCCc1c(C(=O)Nc2ccc(N3CCOCC3)cc2)cnn1-c1ccccc1 | -2.5
COc1ccccc1-c1ccc(SCc2ccc(C)cc2)nn1 | -2.3

A stretch taken from the entries so far:
structure | TTR transcr act
O=C1COc2cccnc2N1 | 1.1
COc1ccc(N2CCN(CC(=O)Nc3c(C)cc(C)cc3C)CC2)cc1 | -1.3

Four compounds picked at random from the list so far, as already listed:
structure | TTR transcr act
O=C1COc2cccnc2N1 | 1.1
O=C(CN(C(=O)CCC(=O)Nc1nccs1)c1ccccc1F)NCc1ccc2c(c1)OCO2 | 2.2
O=C(Nc1ccccc1Cl)C1CCCN(S(=O)(=O)c2cccc3cccnc23)C1 (stereo not drawn) | -2.9
Cc1c(C(=O)NC2CC2)oc2ccccc12 | -0.6

(next part)
structure | TTR transcr act
CCCN(CCC)C(=S)NC(=O)c1ccc(-c2ccccc2)cc1 | -0.8
COC(=O)c1sc2cc([N+](=O)[O-])cc(SCC(C)C)c2c1N | -1.4
CC[C@]1(C(=O)OC)[C@H]2C(=O)N(C)C(=O)[C@H]2[C@H]2CN=C(SCc3ccc(C)cc3)N21 | -0.5
C[C@@H]1CN([C@H](C)CO)C(=O)c2cc(C3=CCCCC3)cnc2O[C@@H]1CN(C)Cc1ccccc1C(=O)O | 2.3
CCC(CC)C(=O)Nc1cccc(C(=O)Nc2ccc(OC)cc2[N+](=O)[O-])c1 | -0.5
O=C(CN1C(=O)S/C(=C/c2cccn2-c2ccc(O)cc2)C1=O)N1CCCC1 | 1.8

High-throughput results from PubChem.
